# Compound activity as filed in PubChem.
# CHO-K1 Ca antag = counter-screen for M1 antagonists: effect in parental CHO-K1 cells | ATP-induced calcium, Fluo-8 fluorescence | inhibition, % at 3 µM | 360,000 compounds, 0.6% hits | AID 602250;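 active = inhibition above a per-plate cutoff, the plate's mean sample inhibition plus 3 SD, cut at about 24% in these data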;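 note: 0% = DMSO plus EC80 ATP and 100% = DMSO alone without ATP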
# M1 PAM parental = M1 PAM counterscreen hit in parental CHO-K1 cells; ATP EC20, Fluo-8 calcium fluorescence; 0% at ATP EC20, 100% at ATP max; activation, % at 3 µM; 360,000 compounds, 0.02% hits;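 active = activation above the run cutoff, the mean activation of all test compounds plus 3 SD, cut at about 40% in these data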;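 note: peak over basal fluorescence ratio in a 140 s read after ATP addition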
# M1 ag = agonists of human M1 muscarinic receptor; P11229; activation, % at 3 µM; CHO-K1 hM1, Fluo-8 calcium fluorescence, agonist mode; 0% DMSO, 100% acetylcholine EC100; 360,000 compounds, 0.33% hits;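 active = activation above the run's mean compound activation plus 3 SD, cut at about 16% in these data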;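 note: peak over basal fluorescence ratio within a 140 s kinetic read after compound addition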
# Target sequence (P11229 whole entry, looked up): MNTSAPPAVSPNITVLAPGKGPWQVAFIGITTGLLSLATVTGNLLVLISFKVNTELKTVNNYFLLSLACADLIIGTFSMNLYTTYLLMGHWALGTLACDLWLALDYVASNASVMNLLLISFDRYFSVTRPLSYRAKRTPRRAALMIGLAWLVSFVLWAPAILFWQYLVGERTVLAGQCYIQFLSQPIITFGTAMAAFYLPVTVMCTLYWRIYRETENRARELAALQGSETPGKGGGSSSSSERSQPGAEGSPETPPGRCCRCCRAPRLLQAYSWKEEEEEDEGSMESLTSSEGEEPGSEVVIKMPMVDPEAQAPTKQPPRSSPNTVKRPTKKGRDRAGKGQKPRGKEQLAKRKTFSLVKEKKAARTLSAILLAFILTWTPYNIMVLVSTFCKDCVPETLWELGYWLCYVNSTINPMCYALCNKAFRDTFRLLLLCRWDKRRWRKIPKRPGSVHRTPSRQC
# M1 ag parental = counter-screen for M1 agonists: effect in parental CHO-K1 cells. 360,000 compounds, 0.48% hits. activation, % at 3 µM. Fluo-8 calcium fluorescence; scaled to maximal ATP response, vehicle zero; in the data active = activation above about 15%;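 note: untransfected CHO-K1 host cells lacking M1 receptor as counterscreen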
# M1 antag = antagonists of human M1 muscarinic receptor; P11229; CHO-K1 hM1, Fluo-8 calcium fluorescence, ACh EC80 antagonist; inhibition, % at 3 µM; 360,000 compounds, 1.3% hits;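 active = percent inhibition above its own plate's cutoff, namely the mean of that plate's compound wells plus 3 SD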;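 note: peak over basal fluorescence ratio during 140 s after agonist addition; 0% = ACh EC80 plus DMSO and 100% = DMSO alone without agonist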
# OXTR potentiate = potentiators of human oxytocin receptor; P30559; CHO-OTR cells, Fluo-8 calcium fluorescence, potentiator mode; 0% = oxytocin EC15, 100% = EC100; activation, % at 3 µM; 320,000 compounds, 0.061% hits; AID 2445;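 active = activation above that plate's cutoff, the mean activation of tested compounds plus 3 SD, cut at about 6.6% in these data, passing the limit was not always enough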;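 note: 100% uses oxytocin at 75 nM as the full agonist control; some results filed as inactive read as strong as hits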
# Target sequence (P30559 whole entry, looked up): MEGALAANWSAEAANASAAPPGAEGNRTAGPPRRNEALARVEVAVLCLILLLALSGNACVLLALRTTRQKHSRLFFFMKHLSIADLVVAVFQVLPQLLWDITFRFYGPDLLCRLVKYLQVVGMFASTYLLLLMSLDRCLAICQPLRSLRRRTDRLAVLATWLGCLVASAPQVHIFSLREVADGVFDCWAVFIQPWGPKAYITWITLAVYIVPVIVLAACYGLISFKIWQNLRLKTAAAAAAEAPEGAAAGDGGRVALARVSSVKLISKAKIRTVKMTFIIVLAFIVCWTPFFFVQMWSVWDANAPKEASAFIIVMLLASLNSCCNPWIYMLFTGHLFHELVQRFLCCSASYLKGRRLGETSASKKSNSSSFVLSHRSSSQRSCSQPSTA
#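 System: human OTR in CHO cells / Also added: sub-maximal oxytocin, roughly EC15 / Control set: EC15 oxytocin low, 75 nM oxytocin high / Schedule: 6 min compound pre-incubation at room temperature, 100 s kinetic read / Compound: single-point 3.0 µM / Replication: singlicate / Technique: Fluo-8 calcium dye fluorescence / Read-out basis: % activation of max/min ratio relative to oxytocin controls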
# TAAR1 ag = agonists of human TAAR1. Q96RJ0. CHO RD-HGA16 TAAR1, Fluo-8 calcium fluorescence; vehicle wells 0%, saturating PEA agonist 100%. activation, % at 3 µM. 360,000 compounds, 0.99% hits. AID 624467;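 active = activation above the mean activation of all test compounds in the run plus 3 SD, cut at about 38% in these data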
#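 Test system: RD-HGA16 (CHO) cells co-expressing Gα16 and hTAAR1 | Doses: Single dose, 3 µM | Schedule: 17-24 h seeding, 75 min 37 °C dye, 30 min RT | Evaluation: % activation from peak over basal fluorescence ratio, DMSO-to-PEA scaled | Technique: Kinetic Fluo-8 calcium fluorescence | Benchmarks: Low control DMSO, high control PEA (EC100)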
# TAAR1 antagonist = antagonists of human TAAR1. Q96RJ0. CHO RD-HGA16 TAAR1, Fluo-8 calcium fluorescence, antagonist. inhibition, % at 3 µM. 360,000 compounds, 1.5% hits. AID 624466;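 active = inhibition above a per-plate cutoff, the mean inhibition of test compounds on that plate plus 3 SD, cut at about 49% in these data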;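 note: 0% = DMSO plus EC80 beta-PEA response and 100% = DMSO alone without agonist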
#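 Test system – hTAAR1-expressing CHO RD-HGA16 cells, Gα16-coupled · Reagent – β-PEA at EC80 concentration, post-compound challenge · Compound dosing – 3 µM, single point · Timing – 140 s kinetic read after compound, 140 s after agonist · Detection – Fluo-8 intracellular calcium dye fluorescence, real-time kinetic reads · Control set – DMSO and EC80 PEA controls · Repeats – n of 1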
# CHO parental Ca = counter-screen for OX1R antagonists: effect in parental CHO cells. 330,000 compounds, 0.63% hits. inhibition, % at 5.6 µM. parental CHO-K1, ATP-induced calcium, Fluo-8 fluorescence;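 active = inhibition above that plate's mean sample inhibition plus 3 SD, cut at about 26% in these data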;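 note: 0% = ATP-challenged DMSO wells and 100% = DMSO wells without ATP; some compounds past the cut are filed as inactive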
#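 Measured by: calcium-sensitive Fluo-8 fluorescence / Test system: CHO parental line / Controls: ATP-challenged DMSO wells low, unchallenged DMSO wells high / Measure: % inhibition / Compound: single nominal dose of 5.6 µM per compound / Replicates: single well per compound, no replicates / Reagent: ATP as calcium-mobilizing challenge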
# Starred values were filed as active, the others as inactive; . = no result given.
[1] Fc1ccccc1COc1cccc2cccnc12
[2] CCN1CCN(C(=S)c2ccc(-c3ccccc3)cc2)CC1
[3] COc1ccc(C(=O)Cn2c(Br)nc3c2c(=O)n(C)c(=O)n3C)cc1
[4] CS(=O)(=O)c1ccc2nc(NC(=O)c3cccc(Cl)c3)sc2c1
[5] Cc1cc(NC(=O)CSc2nc3ccccc3n2CC(=O)N2CCC(C)CC2)no1
[6] CCC(CC)COC(=O)C1=C(C)NC(=O)NC1c1ccc(OC)cc1 (stereo not given)
[7] C[C@H](CO)N1C[C@H](C)[C@@H](CN(C)C(=O)CC2CC2)Oc2cc(Br)ccc2S1(=O)=O
[8] O=C(O)C1C2C=CC(C2)C1C(=O)N1CCN(C/C=C/c2ccccc2)CC1 (stereo not given)
Compound	1	2	3	4	5	6	7	8
CHO-K1 Ca antag	-2	2	10	4	-4	-13	-8	-15
M1 PAM parental	3	-1	-11	3	10	15	-2	7
M1 ag	-2	-12	0	-1	-4	-7	-5	-3
M1 ag parental	0.0	1.0	1.1	1.1	0.2	0.6	0.9	0.2
M1 antag	-27	2	-4	-4	-5	-16	-8	0
OXTR potentiate	9	-3	-9	-19	-16	0	.	-13
TAAR1 ag	7	8	.	1	2	-1	1	5
TAAR1 antagonist	-4	10	.	5	-2	-30	-25	-31
CHO parental Ca	-23	-16	-13	-6	-15	-13	.	-21

[9] O=C(Nc1cccc(S(=O)(=O)N2CCCCC2)c1)C1CCC1
[10] O=C(c1ccc2c(Cl)c3c(nc2c1)CCCC3)N1CCN(c2ccc(F)cc2)CC1
[11] NC(=O)c1c(NC(=O)C(=O)NCCCN2CCOCC2)sc2c1CCCC2
[12] O=c1[nH]cc(COCc2ccccc2)c(=O)[nH]1
[13] COc1cc2c(cc1NC(=O)/C=C/c1ccc([N+](=O)[O-])cc1)oc1ccccc12
[14] COc1ccc(Cc2c(-c3cccc(Br)c3)nc3ccc(Br)cn23)c(C)c1
[15] COC(=O)c1ccc2c(c1)S(=O)(=O)NC(=NCCCN1CCOCC1)S2
[16] CC(C)(C)NC(=O)NC(=O)CN1C(=O)NC(C)(c2ccccc2)C1=O (stereo not given)
Compound	9	10	11	12	13	14	15	16
CHO-K1 Ca antag	-6	-8	-3	7	-5	-2	-6	-8
M1 PAM parental	-4	10	-14	-7	10	4	15	2
M1 ag	-2	-7	-5	-3	-4	-3	-3	-9
M1 ag parental	0.7	-0.7	0.1	-0.1	0.1	-0.7	0.6	1.2
M1 antag	-8	-17	0	4	3	-18	-11	-3
OXTR potentiate	-7	-4	-3	-2	0	.	-2	-7
TAAR1 ag	4	-3	1	15	1	0	8	-1
TAAR1 antagonist	-3	-70	-1	-8	-1	-2	-3	0
CHO parental Ca	-13	-34	-15	4	-1	.	-7	-15

[17] COc1ccccc1C(=O)NC(=S)Nc1cc(C(=O)O)ccc1C
[18] Cc1nc(Cl)c(S(N)(=O)=O)c(C)c1Cl
[19] Cc1c(NC(=O)c2ccccc2NC(=O)COc2ccccc2)cccc1C(=O)O
[20] O=S(=O)(NCc1ccccn1)c1ccc2c(c1)OCCO2
[21] COC(=O)c1ccc(NC(=O)CSC2=NC(=O)C(c3ccccc3)C(=O)N2)cc1 (stereo not given)
[22] Cc1ccc2c(c1)c(C)c(C)n2CC(O)Cn1nnc2ccccc21 (stereo not given)
[23] CC1Sc2ccc(S(=O)(=O)CCC(=O)NC3CCCCCC3)cc2NC1=O (stereo not given)
[24] COc1ccccc1N1CCN(C(=O)/C=C/c2ccc(C)cc2)CC1
Compound	17	18	19	20	21	22	23	24
CHO-K1 Ca antag	-1	9	6	-8	15	-4	-9	1
M1 PAM parental	8	-14	-20	17	-11	11	-8	-1
M1 ag	-5	-3	0	-2	-5	-2	1	-11
M1 ag parental	-0.5	-0.1	0.3	0.8	1.4	1.2	10	0.7
M1 antag	1	2	-3	4	4	-6	11	-6
OXTR potentiate	-18	-6	-5	-11	1	-13	-4	-7
TAAR1 ag	2	9	6	5	2	3	4	-2
TAAR1 antagonist	-12	-9	-33	-10	4	-8	-9	-20
CHO parental Ca	-17	-6	-5	-4	-9	-22	-1	-14

[25] O=C(NNC(=O)C1C2CCC(C2)C1C(=O)O)c1cccc(Cl)c1 (stereo not given)
[26] Cc1ccc(C(=O)NNC(=O)c2ccc(NS(=O)(=O)c3cccs3)cc2)s1
[27] NC(N)=NS(=O)(=O)c1ccc(N/C=C\C(=O)c2ccncc2)cc1
[28] N#Cc1ccc(COC(=O)CN2C(=O)NC3(CCCC3)C2=O)cc1
[29] COc1ccc(N(CC(=O)Nc2c(C)n(C)n(-c3ccccc3)c2=O)S(=O)(=O)c2ccc(C)cc2)cc1
[30] Cc1ccc(/C=C/C(=O)OCC(=O)NCCN2C(=O)CSC2=O)cc1
[31] O=C(c1ccc(O)cc1)c1ccc(Cl)cc1
[32] CCOC(=O)CSc1nnc(CNc2ccccc2Cl)n1-c1ccccc1
Compound	25	26	27	28	29	30	31	32
CHO-K1 Ca antag	5	-1	-4	-9	-5	5	-9	0
M1 PAM parental	-7	2	10	15	11	9	-7	10
M1 ag	-1	-4	-3	-2	-15	-7	-1	0
M1 ag parental	0.3	0.1	-0.1	0.8	0.1	-0.5	0.9	1.6
M1 antag	-6	1	-7	6	-9	6	-33	9
OXTR potentiate	-10	-9	-9	.	10	5	-14	-11
TAAR1 ag	1	1	7	4	4	5	1	14
TAAR1 antagonist	9	-2	-2	9	13	-7	27	9
CHO parental Ca	-15	-14	-6	.	-22	-14	12	-19

# An excerpt of these results, bar-delimited.
cpd | Compound | CHO-K1 Ca antag | M1 PAM parental | M1 ag | M1 ag parental | M1 antag | OXTR potentiate | TAAR1 ag | TAAR1 antagonist | CHO parental Ca
29 | COc1ccc(N(CC(=O)Nc2c(C)n(C)n(-c3ccccc3)c2=O)S(=O)(=O)c2ccc(C)cc2)cc1 | -5 | 11 | -15 | 0.1 | -9 | 10 | 4 | 13 | -22
30 | Cc1ccc(/C=C/C(=O)OCC(=O)NCCN2C(=O)CSC2=O)cc1 | 5 | 9 | -7 | -0.5 | 6 | 5 | 5 | -7 | -14

# (more compounds)
[33] O=C(c1ccc(F)cc1)C(C(=O)N1CCCCC1)n1ccccc1=O (stereo not given)
[34] CSc1ncnc2[nH]ccc12
[35] CC(=O)Nc1ccc(SC[C@H](Cc2ccccc2)N2CC[C@@H](O)CCC2=O)cc1
[36] COc1ccccc1CNC(=O)COc1cc(O)c2c(c1)OC(C)(C)CC2=O
[37] COc1ccc(-n2cc(CNCCCn3ccnc3)c(-c3ccccc3Cl)n2)cc1
[38] COc1cccc(CN(C)C(=O)c2cccc(S(=O)(=O)N3CCN(c4ccc(F)cc4)CC3)c2)c1OC
[39] CCN(CC)C(=O)Cn1c(=O)n(-c2ccc(CC(=O)NCc3ccccc3)cc2)c(=O)c2sccc21
[40] Cc1ccc(N2CC(c3nc4ccccc4n3C)CC2=O)cc1 (stereo not given)
Compound	33	34	35	36	37	38	39	40
CHO-K1 Ca antag	-18	-8	-4	-6	-7	11	-18	-14
M1 PAM parental	24	7	-7	18	18	-22	16	28
M1 ag	-1	-2	-7	-7	-12	-2	-3	-7
M1 ag parental	0.2	0.5	0.2	2.4	1.9	9.7	0.0	4.9
M1 antag	-9	-10	8	-1	-1	28*	-1	-6
OXTR potentiate	-17	.	0	.	-3	-14	-19	1
TAAR1 ag	0	0	8	0	8	3	0	8
TAAR1 antagonist	8	-12	5	-9	5	30	-19	-28
CHO parental Ca	-9	.	-8	.	-15	35*	-4	-14

# Continued; it opens with the 4 that closed the last part.
[37] COc1ccc(-n2cc(CNCCCn3ccnc3)c(-c3ccccc3Cl)n2)cc1
[38] COc1cccc(CN(C)C(=O)c2cccc(S(=O)(=O)N3CCN(c4ccc(F)cc4)CC3)c2)c1OC
[39] CCN(CC)C(=O)Cn1c(=O)n(-c2ccc(CC(=O)NCc3ccccc3)cc2)c(=O)c2sccc21
[40] Cc1ccc(N2CC(c3nc4ccccc4n3C)CC2=O)cc1 (stereo not given)
[41] COc1ccccc1/C=N/NC(=O)c1ccccc1Cl
[42] COc1ccc(C2=NN(C(=O)c3ccccc3C(=O)O)C(c3ccccc3O)C2)cc1 (stereo not given)
[43] N=c1c(C(=O)NCc2ccco2)cc2c(=O)n3ccccc3nc2n1C1CCCC1
[44] Cc1cc(C)c(N=C2SCC(=O)N2Cc2ccco2)c(C)c1
[45] COc1ccccc1Nc1ccc([N+](=O)[O-])cn1
[46] Cc1ccccc1OCC(=O)Nc1ccc(C(=O)Nc2ccccc2C(=O)O)cc1
[47] CCc1nnc(NC(=O)CCC(=O)N2CCN(c3cccc(Cl)c3)CC2)s1
[48] Cc1cc(NC(=O)NC2CC(=O)N(c3ccc4c(c3)OCCO4)C2)no1 (stereo not given)
Compound	37	38	39	40	41	42	43	44	45	46	47	48
CHO-K1 Ca antag	-7	11	-18	-14	0	-6	-5	-9	-8	0	-15	-11
M1 PAM parental	18	-22	16	28	17	5	0	22	22	-15	19	2
M1 ag	-12	-2	-3	-7	-7	-2	-2	2	-11	-1	1	-5
M1 ag parental	1.9	9.7	0.0	4.9	0.3	1.3	-0.8	2.7	-0.3	-0.1	1.1	0.0
M1 antag	-1	28*	-1	-6	-9	-19	2	-7	3	-20	-20	-28
OXTR potentiate	-3	-14	-19	1	-9	-12	-3	-3	-5	-8	-8	-4
TAAR1 ag	8	3	0	8	-1	-1	-1	-2	4	-2	3	-1
TAAR1 antagonist	5	30	-19	-28	1	6	-19	-8	3	-65	-1	-5
CHO parental Ca	-15	35*	-4	-14	-13	-7	-6	-1	8	-17	-18	0

[49] COCCNC(=O)C1(C)CCCN(CCC(=O)c2ccc(Br)cc2)C1 (stereo not given)
[50] Cc1nc(NCc2ccco2)c2cn[nH]c2n1
[51] CC(=O)/C(N=Nc1c(C)n(C)n(-c2ccccc2)c1=O)=C(\C)O
[52] CC(=O)Nc1ccc(-c2nn[nH]n2)cc1
[53] COc1ccc(/C=C2/SC(=S)N(n3c(C)ccc3C)C2=O)cc1
Compound	49	50	51	52	53
CHO-K1 Ca antag	9	-6	-11	-20	3
M1 PAM parental	-11	4	-2	8	0
M1 ag	-7	5	-10	-3	-2
M1 ag parental	-0.3	0.9	0.0	1.0	0.5
M1 antag	-20	-15	-4	-20	-16
OXTR potentiate	.	.	-6	-8	-4
TAAR1 ag	0	0	10	0	4
TAAR1 antagonist	11	8	4	-21	24
CHO parental Ca	.	.	-8	7	-16
